Assay outcomes (PubChem BioAssay)
PG9 Ab binder = small molecules binding HIV-1 gp120 antibody PG9 | TR-FRET gp120-PG9 antibody binding | inhibition, % at 6.7 µM | actives 0.43% (n = 360,000) | AID 624416; in the data active = inhibition above about 8.5%
NPR1 activator = GC-A (human) enzyme activation; P16066; AID 1671463; HEK293 GC-A cells, cGMP TR-FRET, EC30 ANP; 0% at EC30 ANP, 100% saturating ANP; activation, % at 10 µM; actives 0.14% (n = 370,000); in the data active = activation above about 40%
HTRA1 inhibitor = blocks human HTRA1 serine peptidase; Q92743; recombinant HTRA1, FP-rhodamine activity-based probe, fluorescence polarization; inhibition, % at 5.96 µM; actives 0.5% (n = 340,000); in the data active = inhibition above about 36%;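 note: 0% = enzyme with DMSO and 100% = wells lacking enzyme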
Target sequence (Q92743 whole entry, looked up): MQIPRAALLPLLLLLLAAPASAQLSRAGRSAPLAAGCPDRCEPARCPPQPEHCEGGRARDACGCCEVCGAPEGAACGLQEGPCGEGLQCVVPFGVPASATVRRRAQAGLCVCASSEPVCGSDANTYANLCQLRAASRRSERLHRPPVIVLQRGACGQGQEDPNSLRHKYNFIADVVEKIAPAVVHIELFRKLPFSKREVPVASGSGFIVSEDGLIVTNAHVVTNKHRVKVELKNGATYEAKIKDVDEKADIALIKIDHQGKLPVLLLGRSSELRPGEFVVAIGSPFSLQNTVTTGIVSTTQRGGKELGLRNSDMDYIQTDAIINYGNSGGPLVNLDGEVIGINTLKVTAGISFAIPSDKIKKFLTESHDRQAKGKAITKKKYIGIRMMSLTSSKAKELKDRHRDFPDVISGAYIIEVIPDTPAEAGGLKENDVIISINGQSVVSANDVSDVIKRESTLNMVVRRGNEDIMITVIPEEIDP
ASAP1 GAP inh = ASAP1 ArfGAP inhibition | Q9ULH1 | ASAP1-stimulated ARF1 GTP hydrolysis, GDP FP detection | inhibition, % at 16.5 µM | actives 0.19% (n = 360,000) | AID 624377; in the data active = inhibition above about 25%;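 note: 0% = vehicle with enzyme and substrate and 100% = no enzyme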
ARFGAP1 inh = rat ARFGAP1 inhibition; Q62848; Arfgap1-stimulated ARF1 GTP hydrolysis, GDP FP detection; inhibition, % at 16.5 µM; actives 0.26% (n = 360,000); AID 651572;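 active = inhibition above a per-plate limit, mean inhibition of low control wells plus 3 SD, cut at about 25% in these data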;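 note: 0% = DMSO wells with enzyme and 100% = wells lacking Arfgap1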
Target sequence (Q62848 1-136 limits assumed): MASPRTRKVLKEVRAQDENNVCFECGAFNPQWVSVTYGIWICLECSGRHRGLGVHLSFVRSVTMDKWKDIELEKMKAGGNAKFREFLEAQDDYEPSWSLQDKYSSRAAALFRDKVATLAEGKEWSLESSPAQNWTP
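Repeats: one replicate per compound; assay system: rat Arfgap1 catalytic domain, aa 1-136; times: enzyme reaction 120 min at 25 °C after 20 min preincubation; detection: FP of antibody-bound GDP Alexa 633 tracer, ex 620/em 688 nm; benchmarks: high control wells lacking Arfgap1, low control full reaction with DMSO; reagent: human ARF1(Δ1-17)-GTP substrate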
ABHD4 inh = inhibits mouse alpha/beta hydrolase domain 4 | purified mABHD4, FP-Rh probe fluorescence polarization | actives 0.54% (n = 370,000) | Q8VD66 | inhibition, % at 8.92 µM;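 active = inhibition exceeding the mean over every tested compound plus 3 SD, cut at about 30% in these data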;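 note: 0% = plate median of compound wells and 100% = S159A mutant with DMSO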
Target sequence (Q8VD66 whole entry, looked up, the tested form may be a part): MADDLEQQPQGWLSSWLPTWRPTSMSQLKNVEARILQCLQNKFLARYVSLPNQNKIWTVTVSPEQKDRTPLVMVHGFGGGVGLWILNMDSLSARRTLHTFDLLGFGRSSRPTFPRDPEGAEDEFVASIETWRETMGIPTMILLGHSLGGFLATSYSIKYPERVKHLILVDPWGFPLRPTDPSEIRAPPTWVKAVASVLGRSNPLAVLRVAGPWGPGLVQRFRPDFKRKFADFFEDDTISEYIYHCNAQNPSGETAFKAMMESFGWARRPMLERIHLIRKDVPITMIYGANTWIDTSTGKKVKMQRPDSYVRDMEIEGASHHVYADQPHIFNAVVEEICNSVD
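Test system: mABHD4 protein | Buffer or medium: HEPES pH 7.0 buffer, 150 mM NaCl, 0.01% Pluronic F-127 | Probe or stimulus: FP-Rh fluorescent activity-based probe, added after compound pre-incubation | Timing: Pre-incubation 45 min, probe exposure 60 min, at 25 °C | Technique: Fluorescence polarization, excitation 525 nm, emission 598 nm, BODIPY TMR filters | Repeats: Single well per compound (singlicate)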
NR1D1 modulator = modulates human Rev-erb alpha binding to DNA; activity, % at 10 µM; Rev-erbα–FITC-DNA binding, fluorescence polarization, 90 min; P20393; AID 1259318; actives 0.79% (n = 370,000);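 active = activity above about 14%, limit read from the data; passing the limit was not always enough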;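 note: 0% = DMSO wells with 35 nM protein and 100% = DMSO wells with 750 nM protein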
rCAG RNA binder = binds r(CAG) RNA repeats | r(CAG) RNA repeat, TO-PRO-1 dye displacement fluorescence | inhibition, % at 3 µM | actives 1.3% (n = 370,000) | AID 651821;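 active = inhibition above the plate cutoff, the mean of all test compounds on that plate plus 3 SD, cut at about 35% in these data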;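 note: 0% = DMSO alone and 100% = 100 µM mitoxantrone as full dye displacement; higher means more dye released from RNA so lower well fluorescence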
GC-B act = GC-B (human) receptor activation; HEK293-GC-B cells, CNP EC30, cGMP TR-FRET; 0% at EC30 CNP, 100% saturating CNP; activation, % at 10 µM; actives 0.11% (n = 370,000);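 active = activation at 10 µM reaching about 35% in either raw or pattern-adjusted values, limit read from the data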
SMARCA2 act = activators of SMARCA2 function; MG213 cells, MMTV-luciferase reporter, dexamethasone, overnight; activation, % at 9.1 µM; actives 1% (n = 370,000); in the data active = activation above about 7.8%;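 note: 0% = vehicle wells and 100% = reference activator wells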
Starred values were filed as active, the others as inactive; / = not tested or not shown.

SMILES	PG9 Ab binder	NPR1 activator	HTRA1 inhibitor	ASAP1 GAP inh	ARFGAP1 inh	ABHD4 inh	NR1D1 modulator	rCAG RNA binder	GC-B act	SMARCA2 act
C[C@H](CO)N1C[C@H](C)[C@@H](CN(C)Cc2cncnc2)Oc2cc(Br)ccc2S1(=O)=O	2.0	-5	0	-2	8	-7	4	0	-6	3
Cc1cc(C)n(-c2ccc(NC(=O)C3CCN(Cc4cnc(C)s4)CC3)cc2)n1	1.8	1	7	-10	14	-5	-5	-4	-1	-5
CN(C)S(=O)(=O)c1ccc(C(=O)NCc2nnc(SCC(=O)Nc3ccc(F)cc3)n2-c2ccc(F)cc2)cc1	1.9	-4	2	-1	2	-3	-3	1	-1	-6
CC(=O)Nc1ccc(Cl)c(-c2nc3ncccc3o2)c1	0.6	-1	-6	5	6	-1	3	2	-5	-1
Cc1ccccc1NC(=O)c1ocnc1C	1.6	0	0	-8	1	2	-6	0	1	-1
CN(c1cccnc1)c1ccc(NC(=O)Cc2c[nH]c3ccccc23)cc1Br	-2.7	-2	/	15	14	16	5	12	-4	0
COc1ccc(NC(=O)c2ccccc2CC[N+](=O)[O-])cc1	-0.2	4	6	0	-2	1	-6	2	-2	-1
COc1ccc2c(c1)CC/C(=C\C=C\c1ccccc1)C2=O	-0.7	0	-42	-7	-9	-4	2	6	5	2
Nc1nonc1C(=O)NCCNc1ncccc1[N+](=O)[O-]	0.2	3	4	5	8	8	-3	2	0	-2
CC(=O)c1sc(N/N=C/c2cccc(O)c2)nc1C	-1.9	0	0	8	-2	8	-4	5	-15	2
CCOC(=O)C(C)Sc1nc2c(cnn2-c2ccc(C)cc2)c(=O)[nH]1 (stereo unspecified)	0.1	-3	-6	-8	9	-5	1	13	-10	-3
CC(OC(=O)CNC(=O)c1ccccc1F)C(=O)Nc1nc(-c2ccccc2)cs1 (stereo unspecified)	-2.5	19	-3	0	-7	-12	-6	-1	-8	6
COc1ccc(/C=N\NC(=O)c2ccccc2[N+](=O)[O-])cc1COc1c(F)c(F)c(F)c(F)c1F	-1.1	2	-33	6	7	-22	20*	4	-5	-1
Cc1ccc([C@@H]2CC=C(C(=O)O)[C@H](c3ccccc3)N2S(=O)(=O)c2ccccc2C)cc1	-0.7	2	-8	0	-8	16	3	55*	0	-1
Cc1ccc(C)c(-n2sc3ccc(F)cc3c2=O)c1	0.5	10	-5	-4	-2	20	2	-1	13	0
COc1nc(-c2ccccc2)ccc1-c1noc(-c2ccccc2F)n1	1.4	1	-5	1	2	8	29*	2	-11	-1
O=C(/C=C/c1ccc(Br)o1)OCc1ccccc1	-0.9	-6	-8	8	-18	-7	3	-3	0	-2
COc1ccc(C2/C=C\CN(S(=O)(=O)c3ccc4ccccc4c3)CC(=O)N2Cc2ccc(F)cc2)cc1 (stereo unspecified)	-0.1	-4	-43	1	1	0	-5	7	-1	-1
CCOc1ccc(NC(=O)C2CCN(C(=O)NC3CCCCC3)CC2)cc1	-1.5	3	2	-13	3	0	-3	-6	1	1
Cn1c(=O)c([N+](=O)[O-])c(N2CCSCC2)c2ccccc21	-2.8	1	-3	9	0	-8	-6	2	-3	-1
CCC(C(=O)NC1CCCC1)N(C(=O)Cn1nnc(-c2ccc(OC)c(OC)c2)n1)C1CCCCC1 (stereo unspecified)	1.4	-1	-2	4	-8	-4	4	-2	1	-2
O=C(CN1CC[n+]2c(-c3cccs3)csc21)c1ccc(-c2ccccc2)cc1	-0.9	7	-5	-1	6	11	-3	1	5	-6
Cc1ccc(C(=O)c2ccccc2C(=O)OCC(=O)Nc2ccc(SC(F)F)cc2)cc1	-0.5	3	-43	5	13	-60	4	2	-1	-4
c1ccc(C2=NC(c3ccccc3)N=C(c3ccccc3)N2)cc1	0.3	-7	-6	0	10	2	-2	0	-7	0
CCOc1cc(S(=O)(=O)N2CCCC2)ccc1Cl	-0.1	5	0	2	9	2	1	-1	4	0
CCCCN(C(=O)c1ccc2c(c1)OCO2)c1ccccc1	0.2	-8	-3	-7	-5	7	-3	-6	-5	1
Cc1nc(-c2ccc(S(=O)(=O)Nc3ccccc3C)cc2)co1	-1.6	1	-2	9	11	-9	-3	0	1	-1
Oc1ccc2nnc3c(Br)cnn3c2c1	-4.8	-2	4	10	-10	7	4	-45	-2	1
C=CCN1C(=O)C2C(C(=O)NC3CCCC3)C3(C)C=CC2(O3)C1C(=O)NC1CCCC1 (stereo unspecified)	0.8	-2	-2	1	3	-1	-2	0	2	1
COc1ccc(NC(=O)c2cccnc2N2CCCCC2)cc1	0.1	3	2	-6	-18	-5	8	-4	8	-2
CCn1cc(/C=C(\NC(=O)c2ccccc2Cl)C(=O)NCCN2CCOCC2)c2ccccc21	-0.7	4	4	1	13	4	0	-3	4	-2
O=C(CN(C(=O)CNC(=O)c1ccco1)c1ccc2c(c1)OCO2)NC1CCCCC1	-2.4	1	0	-9	0	-5	-4	-3	1	-4
O=C1C2C(C(=O)N1c1ccncc1)C1C=CC2C12CC2 (stereo unspecified)	0.4	-2	0	10	-1	1	3	-2	3	-2
Cc1cc(=O)n2[nH]c(SCc3ccccc3Cl)nc2n1	-1.5	-1	1	10	-7	-6	-10	3	0	-1
O=C(CCc1ccccc1)Nc1nnc(-c2cccs2)o1	0.9	-1	12	-1	2	-3	-1	4	0	3
O=C(NNc1nc2c(F)cc(F)cc2s1)C1=COCCO1	-2.1	6	2	0	3	7	-1	12	3	-5
COc1cccc(NC(=O)C(=O)NCCC2CCCCN2S(=O)(=O)c2ccccc2)c1 (stereo unspecified)	0.8	0	-23	10	9	-4	1	1	2	2
COc1ccc(N(CC(=O)N2CCCCCC2)S(C)(=O)=O)cc1Cl	1.8	-3	6	2	10	4	7	-6	5	-3
N#C/C(=C1/CCCCCN1)c1nc2ccccc2s1	1.3	0	-29	16	-8	7	6	8	-10	1
CSc1nnc2c(n1)OC(c1cccn1C)N(C(C)=O)c1ccccc1-2 (stereo unspecified)	-1.0	-1	4	4	4	0	-1	0	-1	-3
N/C(Cc1ccc([N+](=O)[O-])cc1)=N\OC(=O)COc1ccc2ccccc2c1	-3.2	1	-17	1	-5	-21	3	4	-1	-5
COCCc1nnc(NC(=O)C(C)C)s1	-0.8	3	12	4	6	-2	9	-1	3	-1
Brc1ccc(N/N=C(/N=Nc2nn[nH]n2)c2ccccc2)cc1	-2.2	-9	62*	5	-1	91*	4	95*	-11	-6
Cc1ccccc1N1CCN(C2=Nc3ccccc3Sc3ccccc32)CC1	/	0	/	/	/	-4	0	6	5	-5
O=C(COc1ccc(Cl)cc1)OCC(=O)c1ccc[nH]1	-1.0	1	-3	-21	-10	-7	-2	5	-4	-4
COc1ccc(C(=O)COC(=O)Cn2cnc3ccccc3c2=O)c(OC)c1	1.4	2	-4	17	5	0	4	0	6	-3
CCOC(=O)/C(=C/c1ccccc1)NC(=O)c1ccco1	-0.1	2	8	-6	-8	1	6	-2	1	1
C=CCn1c(SCC(=O)Nc2cccc(S(N)(=O)=O)c2)nnc1C1CCCCC1	0.2	0	1	5	-4	-1	3	2	8	-1
CCn1nc(C(=O)NNS(=O)(=O)c2ccc(C)cc2)c2ccccc2c1=O	2.5	-5	5	0	-2	6	5	2	-1	-3
C/C(=N/Nc1nc(-c2ccc(Cl)cc2)cs1)c1cccs1	0.8	4	-1	10	-2	3	-1	6	-3	-1

4 entries picked at random from those above, as already listed:
SMILES	PG9 Ab binder	NPR1 activator	HTRA1 inhibitor	ASAP1 GAP inh	ARFGAP1 inh	ABHD4 inh	NR1D1 modulator	rCAG RNA binder	GC-B act	SMARCA2 act
CCn1nc(C(=O)NNS(=O)(=O)c2ccc(C)cc2)c2ccccc2c1=O	2.5	-5	5	0	-2	6	5	2	-1	-3
C/C(=N/Nc1nc(-c2ccc(Cl)cc2)cs1)c1cccs1	0.8	4	-1	10	-2	3	-1	6	-3	-1
CCOC(=O)/C(=C/c1ccccc1)NC(=O)c1ccco1	-0.1	2	8	-6	-8	1	6	-2	1	1
O=C(COc1ccc(Cl)cc1)OCC(=O)c1ccc[nH]1	-1.0	1	-3	-21	-10	-7	-2	5	-4	-4

The list continues:
SMILES	PG9 Ab binder	NPR1 activator	HTRA1 inhibitor	ASAP1 GAP inh	ARFGAP1 inh	ABHD4 inh	NR1D1 modulator	rCAG RNA binder	GC-B act	SMARCA2 act
Cc1ccccc1C(N)=O	-0.6	4	5	4	-5	-5	-1	2	-1	-2
Cc1ccc(CCC2C3=C(CCCC3=O)OC3=C2C(=O)CCC3)cc1	1.7	-5	-7	-4	-6	-6	5	-8	-3	-2
COc1ccc(O/C(=N\S(=O)(=O)c2ccccc2)c2ccccc2)cc1	0.6	2	7	3	16	1	1	-1	0	-2
CC1(C)Cc2cccc(OCC(=O)NCCOc3ccccc3)c2O1	0.7	-5	-3	-1	11	-3	-1	-7	0	1
Cn1c(SCC(=O)NC2CCCC2)nnc1-c1ccccn1	-0.6	3	8	5	4	2	-2	-4	-1	-1
COc1ccc(OCCC(=O)OCC(=O)Nc2cccc(S(=O)(=O)N3CCCCC3)c2)cc1	-0.1	2	-9	1	-2	2	-10	6	-1	0
CC1(C)CC2CC(C)(CN2C(=O)c2cc(-c3ccc(F)cc3)on2)C1 (stereo unspecified)	0.2	-7	12	2	3	2	-3	-4	-3	-1
O=C1c2ccccc2C(=O)c2c(NCc3cccnc3)cccc21	-11	8	5	9	18	1	-25	7	-5	3
COc1ccc(NC(=O)Nc2ccc3c(c2)N(C)C(=O)CS3)cc1Cl	-3.4	14	1	7	1	10	-10	11	-3	-3
CC(C)CN(C(=O)CCNC(=O)c1ccc(Cl)cc1)c1c(N)n(CC(C)C)c(=O)[nH]c1=O	0.7	1	2	-13	2	-3	-3	-6	-3	-1
Cn1cc(/C=C2\SC(=O)N(c3ccc(O)cc3)C2=O)c2ccccc21	1.4	8	-17	6	6	-17	-3	21	-1	-2
C/C(=N\NC(=O)COc1cc(C)cc(C)c1)c1cccc(NC(=O)C2CCC2)c1	1.1	-2	-9	-3	4	1	-2	-2	6	-1
CCOc1ccccc1N1Cc2cc(C)c(C)cc2C1	-0.3	-5	24	-2	2	17	9	11	-4	1
Cc1ccccc1S(=O)(=O)N1CCCc2nc(C)c(C)cc21	1.4	1	/	-3	10	5	0	-1	3	-6
Cn1cccc1CNC1CCCC1	-1.0	0	2	-5	5	5	-4	-2	3	-1
COc1cccc(C(=O)OCC(=O)Nc2cc(C)on2)c1OC	1.6	4	2	-17	-2	0	-7	0	-2	-4
COc1cccc(CN2CCN(S(=O)(=O)c3ccccc3)CC2)c1OC	-0.6	2	/	4	5	3	1	-2	0	2
COc1ccc(-c2csc(Nc3ccccc3)[n+]2CC(O)c2ccc([N+](=O)[O-])cc2)cc1 (stereo unspecified)	-0.2	-1	-14	-1	-10	4	4	-1	0	-4
N#CC1(NC(=O)CSc2n[nH]c(-c3ccccc3)n2)CCCCC1	-0.4	0	-2	0	5	0	-1	0	-1	-1
Cc1nc2ccc(NC(=O)c3ccc(F)c(S(=O)(=O)N4CCOCC4)c3)cc2s1	0.1	2	-3	-2	-4	1	4	3	-1	0
